Screens from PubChem BioAssay.
HSF-1 act = increases HSF-1 driven luciferase reporter signal; NIH3T3-HGL HSF-1 luciferase reporter, MG132, 8 h; 100% = twice DMSO control signal; activation, % at 9 µM; 1.7% of 300,000 active; AID 504408;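 active = mean replicate activation of at least 50% with a set share of replicates each reaching 50%; inconclusive = only one of those two conditions met; inactive = mean below 50% and too few replicates reaching it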;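 also: 0% = median of the neutral control wells and 100% = twice that signal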
AI-2 QS mod = modulators of Vibrio harveyi AI-2 quorum sensing system. Vibrio harveyi JMH597 AI-2 luminescence/OD600 ratio, 9 h; active compounds read low; strain lacks LuxN and CqsS sensors; 0 = neutral-control median. activity change, % at 7.5 µM. 0.4% of 300,000 active. AID 2094; in the data active = activity change below about -75%, passing the limit was not always enough; inconclusive = no clear call, values can overlap the other calls;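 also: luminescence divided by OD600 gain over 9 h not by final OD600 alone; inactives centre near 13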
GSK3A inh = inhibitors of human GSK-3 alpha kinase. P49840. ADP-Glo luminescence, 60 min. inhibition, % at 10 µM. 0.1% of 320,000 active. AID 2650;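 in the data active = inhibition above about 50%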;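 also: GST-tagged GSK-3 alpha with peptide substrate and 25 µM ATP; 0% = DMSO neutral wells and 100% = GW8510 positive control wells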
Target sequence (P49840 whole entry, looked up): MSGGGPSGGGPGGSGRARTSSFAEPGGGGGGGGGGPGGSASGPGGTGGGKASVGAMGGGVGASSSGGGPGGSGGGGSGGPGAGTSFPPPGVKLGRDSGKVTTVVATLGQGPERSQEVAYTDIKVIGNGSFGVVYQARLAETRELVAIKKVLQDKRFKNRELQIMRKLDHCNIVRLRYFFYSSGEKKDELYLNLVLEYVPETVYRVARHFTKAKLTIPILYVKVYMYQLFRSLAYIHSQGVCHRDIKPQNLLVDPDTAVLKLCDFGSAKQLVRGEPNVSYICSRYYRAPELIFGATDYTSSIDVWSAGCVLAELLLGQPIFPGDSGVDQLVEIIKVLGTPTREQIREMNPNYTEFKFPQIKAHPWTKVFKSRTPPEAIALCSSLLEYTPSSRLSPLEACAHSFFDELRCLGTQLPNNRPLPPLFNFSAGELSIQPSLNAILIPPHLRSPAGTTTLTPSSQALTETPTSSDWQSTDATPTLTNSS
HSP90 refold inh = HSP90 refolding inhibition in rabbit reticulocyte lysate; luciferase refolding luminescence, 3 h; inhibition, % at 5.6 µM; 0.91% of 290,000 active;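 active = inhibition above the screen-wide mean plus 3 SD, computed separately per campaign, cut at about 16% in these data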;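 also: 0% = DMSO wells and 100% = 60 µM geldanamycin wells; inhibitors lower the luminescence because luciferase stays unfolded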
aSyn UTR inh = 5' untranslated region of α-synuclein, MLPCN primary screen. inhibition, % (tested at 7.5 µM). alpha-synuclein 5'UTR reporter, inhibitor activity. 0.82% of 300,000 active; in the data active = inhibition above about 60%; inconclusive = no clear call, values can overlap the other calls;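 also: H4 neuroglioblastoma cells stably carrying SNCA 5'UTR luciferase fusion; 0% = DMSO wells and 100% = positive control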
KLF5 inhibitor = kruppel-like factor 5 inhibition. DLD-1 KLF5 promoter-luciferase reporter, luminescence. inhibition, % at 5 µM. 0.23% of 290,000 active;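 active = inhibition above a per-plate limit of that plate's mean compound inhibition plus 3 SD, cut at about 60% in these data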;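 also: 0% = DMSO wells and 100% = LY294002 at 200 µM; higher means less KLF5 promoter-driven luciferase light; inactives centre near -14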
PolyA inhibitor = blocks polyadenylation in yeast reporter cells; S. cerevisiae SKY197-pL101 polyadenylation reporter, beta-gal luminescence; efflux-impaired pdr1/pdr3 knockout yeast; score 100 = 6 SD above DMSO; 0.02% of 300,000 active; calls only at 12 µM; AID 1875;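 active = lowest replicate activity score at least 50, where 100 means six control SD above control mean; inconclusive = lowest score under 50 but half or more replicates reach 50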;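 also: yeast exposed to compound for 9 h at 30 °C; higher score means more reporter readthrough which indicates perturbed polyadenylation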
IEC-6 cytotox = kills IEC-6 intestinal cells in KLF5 counter-screen; IEC-6 cytotoxicity, luminescence viability; inhibition, % at 5 µM; 0.78% of 290,000 active; AID 1825; in the data active = inhibition above about 22%;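 also: 0% = plate median of test compound wells and 100% = cytotoxic reference compound wells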
GSK3beta inhib = human GSK3beta kinase inhibition. activity score (negative = inhibition), % at 10 µM. 0.038% of 300,000 active. GST-GSK3beta kinase, ADP-Glo luminescence, 60 min; active compounds read low;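 active = more than half of replicate wells score below -50%, meaning over 50% inhibition versus plate controls; inconclusive = some replicates but at most half score below -50%; inactive = no replicate scores below -50%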;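 also: 0% = median DMSO wells and -100% = median GW8510 positive control wells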
Target sequence (P49841 whole entry, looked up): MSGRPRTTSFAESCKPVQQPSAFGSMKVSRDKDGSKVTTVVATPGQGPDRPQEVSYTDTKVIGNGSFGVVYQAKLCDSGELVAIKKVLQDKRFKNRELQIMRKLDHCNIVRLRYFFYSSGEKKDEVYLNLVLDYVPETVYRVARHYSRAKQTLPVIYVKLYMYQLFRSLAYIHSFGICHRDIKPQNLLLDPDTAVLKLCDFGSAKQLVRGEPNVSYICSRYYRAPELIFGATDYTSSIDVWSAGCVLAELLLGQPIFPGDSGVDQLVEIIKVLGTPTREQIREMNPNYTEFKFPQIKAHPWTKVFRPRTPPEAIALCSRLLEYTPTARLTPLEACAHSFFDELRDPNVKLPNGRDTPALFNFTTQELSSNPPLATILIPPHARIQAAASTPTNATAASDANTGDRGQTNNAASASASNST
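Assay system: GST-tagged human GSK3beta kinase, cell-free; Input: 1.6 ng GSK3beta; Medium: Tris/MgCl2 kinase buffer; Timing: 60 min enzyme reaction, room temperature; Signal: ADP-Glo luminescence quantifying ADP generated by kinase; Evaluation: score relative to plate controls; Benchmarks: DMSO neutral wells and GW8510 at 20 µM as positive.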
HSF1 inh = HSF1 inhibition; NIH3T3-HGL HSE-luciferase, MG132-induced, luminescence 8 h; active compounds read low; activity change, negative = inhibition, % at 7.5 µM (by protocol); 0.77% of 300,000 active;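 active = more than half of replicate wells show activity change below -50%, luminescence cut by over half; inconclusive = some wells, but at most half, below -50%; inactive = no replicate well below -50%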;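 also: luciferase reports HSF-1 transcriptional activity via heat shock element; 0% = median of DMSO wells and -100% = zero luminescence signal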
Numbers without * were called inactive; i = inactive; ? = inconclusive; / = no result given; & = joins results of further samples. A portion of the library. The share of hits here may be higher or lower than overall.

SMILES	HSF-1 act	AI-2 QS mod	GSK3A inh	HSP90 refold inh	aSyn UTR inh	KLF5 inhibitor	PolyA inhibitor	IEC-6 cytotox	GSK3beta inhib	HSF1 inh
O=C(Cn1c(=O)c2cccn2c2ccc(F)cc21)N1CCN(c2ccc(F)cc2)CC1	3	1	0	-3	-3	-11	i	-4	-2	0
C=CCn1c(SCC(=O)N2CCOCC2)nc2scc(-c3ccco3)c2c1=O	29	13	-2	-1	6	-15	i	-1	3	-4
Cc1cccc2c1N(C(=O)CN1C(=O)c3ccccc3C1=O)C(C)(C)c1ssc(=S)c1-2	5	15	3	-3	5	-2	i	-4	1	7
Cc1ccc2nc(-c3ccccc3)cn2c1	-13	1	26	86*	120*	84*	i	16	-25	-11
CC[n+]1c(/C=C/c2cc([N+](=O)[O-])ccc2O)ccc2ccccc21	-67	11	-1	0	-5	-32	i	-10	0	-58*
COc1ccc(C(C)=O)cc1CN1C(=O)NC2(CCCCCCC2)C1=O	-11	30	1	-4	6	-15	i	-3	5	-2
Cc1cc(C)c2c(N)c(C(=O)N3CCc4ccccc4C3)sc2n1	18	18	-2	-3	7	-23	i	2	1	6
CCCc1cc(=O)oc2c(C)c(OCC(=O)NCCCN3CCOCC3)ccc12	16	29	-4	0	3	-34	i	-1	-2	-2
CCc1ccc(NC(=O)C(=O)NCCN2CCN(Cc3ccc([N+](=O)[O-])cc3)CC2)cc1	-4	-5	1	1	34	0	i	-1	0	4
CC1(C)S[C@@H]2[C@H](NC(=O)[C@H](N)c3ccccc3)C(=O)N2[C@H]1C(=O)O	9&7	28&19	0&-1	1&1	-11&-7	-6&-2	i	3&2	0&1	-2&1
O=C(NNc1ccccc1Cl)C(O)(c1cccc(C(F)(F)F)c1)c1cccc(C(F)(F)F)c1	11	18	0	5	4	3	i	7	3	4
CC(Oc1ccccc1)C(=O)N1CCN(c2ccc(N3CCCCCC3)nn2)CC1 (stereo unspecified)	9	17	-4	/	0	/	i	/	0	-1
CSCc1ccc(C(=O)N2CCCC(Nc3ccc(F)cc3)C2)o1 (stereo unspecified)	-4	4	-1	2	0	7	/	0	-3	-3
CCOC(=O)C1=C(C(C)=O)C(c2cccnc2)C(C#N)=C(N)O1 (stereo unspecified)	5	15	2	0	-10	-22	i	-12	-22	-10
COC(=O)[C@H](Cc1ccccc1)[C@@H](C)OS(N)(=O)=O	6	7	0	-2	8	-8	i	-10	-1	-7
CC1(C)CC(=O)C(C=NCc2cccnc2)=C(O)C1	-1	15	-1	1	-11	-32	i	7	2	2
Cc1ccc(NC(=O)Cn2c(-c3ccc(F)cc3)cnc2SCC(=O)Nc2c(C)cccc2C)cc1	-15	32	1	-1	-8	2	i	7	-2	-7
COC(=O)CCN(C(=O)c1ccc(N2CCCCC2)c([N+](=O)[O-])c1)c1ccccn1	-17	7	7	-2	1	-29	i	3	-1	-2
CCCCN(CC)C(=O)c1n[nH]c(=O)c2ccccc12	-11	12	-2	0	-2	-34	i	3	1	-2
CCOC(=O)C1CCN(C(=O)CSc2nc(N)cc(=O)[nH]2)CC1	-9	21	0	-3	-2	-42	i	-3	0	-5
O=C(OC(C(=O)Nc1ccc(Cl)cc1C(F)(F)F)c1ccccc1)c1c(Cl)cccc1Cl (stereo unspecified)	5	24	0	0	22	-3	i	9	0	4
Cc1cc(C(=O)Nc2cnn(Cc3ccc(Cl)cc3Cl)c2)no1	-13	4	2	2	-6	-2	/	9	-3	-7
CCOc1ccc(C(=O)CSc2nnc(N)s2)cc1	4	3	-1	0	-74	-36	i	-9	2	10
O=C(NCc1cccc(Br)c1)c1cc(-c2ccccc2)nn1CC1CC(c2cccc([N+](=O)[O-])c2)=NO1 (stereo unspecified)	9	19	-5	/	-7	/	/	/	1	4
COc1ccc(NS(=O)(=O)c2cn(C)nc2C)cc1	-3	39	0	0	-6	-25	i	-7	3	-1
O=S(=O)(CCc1nc2ccccc2s1)c1ccc2ccccc2c1	1	-3	-3	-5	8	-39	i	0	-1	-2
O=C(Cc1c(F)cccc1Cl)Nc1nc2ccccc2s1	62*	-14	0	-3	-55	-82	i	18	0	35
COc1cccc(CNC(=O)CSc2ccc(-c3ccncc3)nn2)c1	2	30	-1	2	3	3	i	-1	-1	-5
COc1cccc(C2=NOC(C(=O)Nc3cccnc3)C2)c1 (stereo unspecified)	2	17	1	2	-5	-23	i	3	-1	6
COC(=O)CCCC[C@H]1SC[C@H]2NC(=O)N[C@]21O	24	5	-3	1	-7	-21	i	0	4	4
Cc1ccc(NS(=O)(=O)c2cc(C(=O)NCc3ccncc3)ccc2C)cc1	-5	23	-3	-8	11	1	i	-6	-1	3
CCC(=O)N(CCc1ccc(OC)c(OC)c1)Cc1cc2ccc(C)cc2n2nnnc12	42	11	-3	-2	10	-32	i	-5	0	6
COc1ccc(NC(=O)N2CCCC2C(=O)NCCc2ccccc2)cc1 (stereo unspecified)	-19	3	-3	-4	-9	-44	i	-7	3	-6
O=C(O)COc1ccc(/C=C2/SC(=S)N(Cc3ccccc3)C2=O)cc1	-9	40	1	-1	-13	-1	i	-10	4	-2
O=C(CCC(=O)Nc1ccc(Cl)cc1)N/N=C/c1ccc2c(c1)OCO2	-3	-4	-1	6	-1	-42	i	-3	2	1
CCc1cc(=O)oc2c3c(cc(OCC(=O)NCCC(=O)O)c12)OC(C)(C)CC3	2	-3	5	-5	17	-38	i	-6	1	-5
Cc1nc2ccccc2c(=O)[nH]1	10	15	0	3	1	-49	i	-1	1	-3
CNc1cc(CSC)nc(SCc2ccc(Cl)cc2Cl)n1	0	14	1	-2	49	-4	i	-1	2	7
COc1ccc(CC(=O)NC(CC(=O)O)c2cccc([N+](=O)[O-])c2)cc1 (stereo unspecified)	-11	20	0	-1	-17	-8	i	-8	3	-3
O=C1C=C(NC2=CC3OC(c4ccccc4)OCC3OC2=O)CCC1 (stereo unspecified)	18	3	1	1	1	-18	i	-1	-1	1
CCCCCCCCOC1OC(CO)C(O)C(O)C1NC(C)=O (stereo unspecified)	-3	11	-2	-2	23	0	i	-1	-4	-8
Cc1csc(SCC(=O)NC2CCC(C)CC2)n1 (stereo unspecified)	21	23	-1	/	1	/	i	/	1	4
Cc1ccc(-n2nnnc2-c2ccccc2)cc1	-10	11	-4	-3	13	-44	i	10	3	-5
COc1ccc(OCCCC(=O)OC(C)C(=O)Nc2ccc(S(N)(=O)=O)cc2)cc1 (stereo unspecified)	7	31	-2	/	8	/	/	/	-3	-12
CC1(C)CC(Nc2ccc(C(F)(F)F)cc2[N+](=O)[O-])CC(C)(C)N1	-4	16	-2	-1	3	-14	i	4	0	-4
COc1ccc(/C=N/n2c(-c3n[nH]c4c3CCC4)n[nH]c2=S)c(OC)c1OC	6	-3	-14	5	7	-11	i	-7	1	-5
Nc1ccc2c(c1)C(=O)C(=O)c1ccccc1-2	-95	?	-4	16*	130*	-58	i	5	1	-95*
Cc1cc(NC(=O)c2ccco2)no1	-8	22	0	-4	-62	-18	i	4	2	-5
CCOc1ccc(OCC)c(-c2c(=O)n(OCc3ccccc3Br)c3ccccc3[n+]2[O-])c1	8	13	-1	-2	11	-16	i	-6	3	7
Cc1c2cnn(CC(=O)NCCCN3CCCCC3)c(=O)c2c(C)n1Cc1ccccc1	-4	23	-1	0	-6	-16	i	-3	3	-5

New compounds follow.
SMILES	HSF-1 act	AI-2 QS mod	GSK3A inh	HSP90 refold inh	aSyn UTR inh	KLF5 inhibitor	PolyA inhibitor	IEC-6 cytotox	GSK3beta inhib	HSF1 inh
CC1CCCN(C(=O)CSCC(=O)Nc2nc(-c3cccs3)cs2)C1 (stereo unspecified)	-2	20	-2	2	-76	-49	i	4	-2	9
CCN(CC)C(=O)Oc1ccnc2cc(Cl)ccc12	-3	4	1	-3	17	-12	i	0	1	-2
NC(=O)Cc1nc2scc(-c3ccccc3)c2c(=O)[nH]1	-13	12	-2	-1	13	-7	i	-3	-1	-3
Cc1ccc(NC(=O)CCCCCNS(=O)(=O)c2ccc(C)cc2)cc1	7	19	-2	3	-4	-24	i	1	-2	-4
CCCSc1nc2sc3c(c2c(=O)n1-c1ccc(OC)cc1)CCN(C)C3	10	7	/	5	19	5	i	-9	3	3
N#C/C=C(/c1ccc(F)cc1)N1CCOCC1	0	-2	1	0	6	-17	i	3	0	-6

Arranged by formula weight (high to low): some entries from above.
SMILES	HSF-1 act	AI-2 QS mod	GSK3A inh	HSP90 refold inh	aSyn UTR inh	KLF5 inhibitor	PolyA inhibitor	IEC-6 cytotox	GSK3beta inhib	HSF1 inh
CCOc1ccc(OCC)c(-c2c(=O)n(OCc3ccccc3Br)c3ccccc3[n+]2[O-])c1	8	13	-1	-2	11	-16	i	-6	3	7
CCCSc1nc2sc3c(c2c(=O)n1-c1ccc(OC)cc1)CCN(C)C3	10	7	/	5	19	5	i	-9	3	3
COc1ccc(/C=N/n2c(-c3n[nH]c4c3CCC4)n[nH]c2=S)c(OC)c1OC	6	-3	-14	5	7	-11	i	-7	1	-5
CC1CCCN(C(=O)CSCC(=O)Nc2nc(-c3cccs3)cs2)C1 (stereo unspecified)	-2	20	-2	2	-76	-49	i	4	-2	9
Cc1ccc(NC(=O)CCCCCNS(=O)(=O)c2ccc(C)cc2)cc1	7	19	-2	3	-4	-24	i	1	-2	-4
CC1(C)CC(Nc2ccc(C(F)(F)F)cc2[N+](=O)[O-])CC(C)(C)N1	-4	16	-2	-1	3	-14	i	4	0	-4
NC(=O)Cc1nc2scc(-c3ccccc3)c2c(=O)[nH]1	-13	12	-2	-1	13	-7	i	-3	-1	-3
Cc1csc(SCC(=O)NC2CCC(C)CC2)n1 (stereo unspecified)	21	23	-1	/	1	/	i	/	1	4
CCN(CC)C(=O)Oc1ccnc2cc(Cl)ccc12	-3	4	1	-3	17	-12	i	0	1	-2
Cc1ccc(-n2nnnc2-c2ccccc2)cc1	-10	11	-4	-3	13	-44	i	10	3	-5
N#C/C=C(/c1ccc(F)cc1)N1CCOCC1	0	-2	1	0	6	-17	i	3	0	-6
Cc1cc(NC(=O)c2ccco2)no1	-8	22	0	-4	-62	-18	i	4	2	-5
